Vif-A3F inh: Vif-A3F binding inhibition; HeLa A3F-eYFP + Vif (tagged APOBEC3F with the HIV-1 protein that degrades it), YFP fluorescence increase; Potency, µM (doses to about 46.1 µM), inactives show top-dose activity, negative = active; 0.2% of 390,000 active; AID 602313; also: % of control where 0% means no effect; nearly all actives have a fitted effect of over 65% in size
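Fluorescence increase (Ex 488/Em 500-530) after overnight compound treatment at 37 deg C flags inhibition of Vif-driven A3F-eYFP loss in stable HeLa A3F-eYFP/Vif cells seeded overnight beforehand.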
12-LOX inh: ALOX12 (human) lipoxygenase inhibition; P18054; purified 12hLO, xylenol orange hydroperoxide absorbance; Potency, µM (series often up to 108 µM), without a hit: top-dose activity change, negative = inhibition, usual class: inhibitors; 1.1% of 580,000 active; AID 1671190; also: % is scaled to controls: 0 for no effect and ±100 for the full control effect
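Purified human 12hLO at 150 nM in 25 mM Hepes, 0.01% Triton X-100, pH 7.0, preincubated 15 min at room temperature with compound. Reaction started with 40 uM arachidonic acid, 30 min at room temperature. Hydroperoxide measured by Fe-xylenol orange, 573/405 nm absorbance ratio.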
TrxR1 inh: inhibitors of rat thioredoxin reductase 1. 1% of 390,000 active. Potency, µM (series often up to 114 µM), for the others: at the top dose activity change, negative = inhibition, usual class: inhibitors. recombinant rTrxR1, NADPH fluorescence consumption, selenite substrate. O89049; also: % is scaled to controls: 0 for no effect and ±100 for the full control effect; nearly all actives have a fitted effect of over 65% in size
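Rat TrxR1 (90 nM in the dispensed reagent) was pre-reduced with 400 uM NADPH for 5 min at room temperature, then incubated with compound for 15 min. After 400 uM selenite was added, NADPH fluorescence (Ex 340/Em 450 nm) was followed for 8 min.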
USP1-UAF1 inh: inhibitors of human USP1/UAF1 deubiquitinase | O94782 | recombinant USP1/UAF1, Ub-Rhodamine cleavage fluorescence | Potency, µM (highest dose often 57.1 µM), inactives show at the top dose activity change, negative = inhibition, actives largely listed as inhibitors | 0.23% of 390,000 active; also: % is scaled to controls: 0 for no effect and ±100 for the full control effect; nearly all actives have a fitted effect of over 60% in size; inactives centre near -12
Target sequence (O94782 whole entry, looked up): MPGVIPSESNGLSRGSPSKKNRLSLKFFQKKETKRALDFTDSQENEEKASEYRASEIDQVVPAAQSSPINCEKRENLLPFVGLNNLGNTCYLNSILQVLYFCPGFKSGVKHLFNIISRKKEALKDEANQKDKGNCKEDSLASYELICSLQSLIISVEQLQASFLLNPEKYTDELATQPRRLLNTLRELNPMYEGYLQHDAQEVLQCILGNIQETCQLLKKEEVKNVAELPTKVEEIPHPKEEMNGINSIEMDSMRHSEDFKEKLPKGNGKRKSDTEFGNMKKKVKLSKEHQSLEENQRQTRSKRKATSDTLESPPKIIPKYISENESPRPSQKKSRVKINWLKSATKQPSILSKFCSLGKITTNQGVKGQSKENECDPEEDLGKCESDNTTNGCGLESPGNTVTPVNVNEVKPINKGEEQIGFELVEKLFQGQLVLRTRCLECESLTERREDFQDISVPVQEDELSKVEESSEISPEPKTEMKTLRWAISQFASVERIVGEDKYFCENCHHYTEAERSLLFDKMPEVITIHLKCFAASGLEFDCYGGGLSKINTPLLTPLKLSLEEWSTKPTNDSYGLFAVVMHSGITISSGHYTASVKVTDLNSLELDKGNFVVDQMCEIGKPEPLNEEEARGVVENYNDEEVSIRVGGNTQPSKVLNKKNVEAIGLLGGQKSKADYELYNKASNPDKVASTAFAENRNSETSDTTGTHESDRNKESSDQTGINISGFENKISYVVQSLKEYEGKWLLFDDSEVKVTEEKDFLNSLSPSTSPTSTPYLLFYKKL
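High-throughput fluorogenic screen: 1nM USP1/UAF1 complex, Ub-Rho substrate 150nM final, 50mM HEPES pH 7.8 with 0.5mM EDTA, 0.1 mg/ml BSA, 1mM TCEP and 0.01% Tween-20.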
Vif-A3G inh: Vif-A3G binding inhibition | Q9HC16 | HeLa A3G-eYFP + Vif (tagged APOBEC3G with the HIV-1 protein that degrades it), YFP fluorescence, overnight | Potency, µM (series often up to 46.1 µM), for inactives: at the highest dose activity, negative = active, most hits filed as inhibitors | 0.076% of 410,000 active | AID 602310;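 also: % is scaled to controls: 0 for no effect and ±100 for the full control effect; nearly all actives have a fitted effect of over 60% in size; hits raise eYFP signal because A3G escapes Vif-driven loss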
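Read-out is eYFP fluorescence (Ex 488/Em 500-530) from Vif-expressing HeLa A3G-eYFP cells; more signal means A3G escaped Vif-mediated degradation. Cells plated overnight, compound pinned in, incubated overnight at 37 deg C.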
TrxR1 substrate: is turned over as a substrate by rat TrxR1; purified TrxR1 substrate turnover, NADPH consumption readout; Potency, µM (series often up to 114 µM), for the others: top-dose activity change, negative = substrate turnover; 0.01% of 390,000 active; also: % is scaled to controls: 0 for no effect and ±100 for the full control effect; nearly all actives have a fitted effect of over 50% in size
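Rat TrxR1, dispensed at 90 nM, was prereduced with 400 uM NADPH (final) for 5 min at ~22 deg C, then incubated with compound 15 min before 400 uM selenite. A first-read NADPH fluorescence drop versus no-compound background flagged substrates.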
RXFP1 agonist: activates the human relaxin receptor RXFP1; Q9HBX9; 0.3% of 370,000 active; Potency, µM (series often up to 57.5 µM), for the others: at the top dose activation, hits mostly activators; HEK293T-RXFP1 cAMP TR-FRET, 30 min; response scale: percent of porcine relaxin response, buffer zero; also: % is scaled to controls: 0 for no effect and ±100 for the full control effect; nearly all actives have a fitted effect of over 60% in size; many of its hits are not listed in these tables
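HEK293T cells stably expressing RXFP1 were pretreated with the PDE4 inhibitor Ro 20174, exposed to compounds for 30 min at 37C, lysed, and cAMP was read by TR-FRET. Data normalized to buffer (basal) and 29 nM porcine relaxin (100%).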
mIDH1 inhibitor: human IDH1 R132H inhibition. O75874. 0.093% of 390,000 active. Potency, µM (top dose mostly 76.6 µM), inactives show at the highest dose activity change, negative = inhibition, actives largely listed as inhibitors. IDH1-R132H enzyme, NADPH consumption, diaphorase/resazurin fluorescence. AID 602179; also: % is scaled to controls: 0 for no effect and ±100 for the full control effect; nearly all actives have a fitted effect of over 65% in size
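IDH1-R132H (0.5 ug/mL) preincubated 30 min with compound, then NADPH (0.016 mM) and alpha-KG (2 mM) added; 80 min at RT, pH 7.5. Remaining NADPH coupled via diaphorase/resazurin to fluorescence (540/590 nm); concentration-response curves normalized to no-enzyme control.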
RGS4 inhibitor: inhibitors of human regulator of G protein signaling 4; P49798; Potency, µM (top dose mostly 114 µM), for the others: at the top dose activity change, negative = inhibition, most hits filed as inhibitors; 0.039% of 390,000 active; Transcreener GDP fluorescence polarization, RGS4-accelerated GTP hydrolysis; also: % is scaled to controls: 0 for no effect and ±100 for the full control effect; nearly all actives have a fitted effect of over 75% in size; some results filed as inactive show a strong effect at the top dose
Target sequence (P49798 whole entry, looked up): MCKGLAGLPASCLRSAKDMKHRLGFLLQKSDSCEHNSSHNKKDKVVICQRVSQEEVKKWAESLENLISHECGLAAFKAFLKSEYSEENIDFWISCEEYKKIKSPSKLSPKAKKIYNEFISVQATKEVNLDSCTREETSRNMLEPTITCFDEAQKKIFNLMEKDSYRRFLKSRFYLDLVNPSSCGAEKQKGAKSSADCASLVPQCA
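MLSMR compounds (23 nl, pin-transferred) preincubated 10 min at room temperature with a 500nM (2x) first reagent, then RGS4 at 900nM (2x) plus Transcreener GDP mix added; fluorescence polarization (620/688 nm) read before and after 90 min at 30 °C.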
Active calls of the source: *; ? = inconclusive; . = not tested or not shown; [ ] = remark or other dose. Calls follow the shape of the dose curve; as a rule, active = well fitted curve in the direction sought with a large enough effect; inconclusive = small, poorly fitted or top-dose-only effect, or another doubt; inactive = no such curve, though single readings can be large; an effect the other way counts as inactive or inconclusive. Potency is read from the fitted curve at half-maximal effect. An excerpt, so the mix of outcomes need not match the whole.

SMILES	Vif-A3F inh	12-LOX inh	TrxR1 inh	USP1-UAF1 inh	Vif-A3G inh	TrxR1 substrate	RXFP1 agonist	mIDH1 inhibitor	RGS4 inhibitor
CCOC(=O)C1(C)C=C(Nc2ccc(Br)cc2)C(=O)N1c1ccccc1 (stereo not given)	-2%	-10%	21%	-23%	-1%	13%	7.9%	-10%	5%
CCCNC(=O)Nc1cc(S(=O)(=O)CC)ccc1O	3%	70%[activator]	16%	-7%	4%	8%	0.1%	2%	9%
CCCCC(NC(=O)Cc1c(C)c2cc3c4c(oc3cc2oc1=O)CCCC4)C(=O)O (stereo not given)	9%	-6%	7%[57.1 µM]	-7%	-5%	22%[57.1 µM]	1.0%	-2%	-6%
COc1cccc(C(=O)NCC(=O)OCC(=O)NC2CCCCC2)c1	1%	-13%	1%	4%	-1%	-6%	.	5%	16%
CC(=O)c1c(C)oc2c(Cl)cc(NS(=O)(=O)c3cc(C)c(C)cc3C)cc12	1%	1%	43%[activator]	-9%	2%	8%	-2.3%	13%	-17%
Cc1ccc(S(=O)(=O)Nc2ccc(Br)cc2/C=N/n2cnnc2)cc1	-6%	45µM*	9%	-24%	-12%	7%	5.1%	12%	26%
COc1ccccc1-c1nnc(SCC(=O)Nc2cc(C)on2)o1	-1%	15%	-1%	-11%	0%	-1%	-0.1%	1%	-2%
Cc1ccc(S(=O)(=O)CC(=O)Nc2nccs2)cc1	-22%	?	9%[57.1 µM]	-23%	2%	3%[57.1 µM]	-0.5%	-1%	12%
C=CCn1c(=O)c2c(nc3n2CCCN3CCc2ccccc2)n(C)c1=O	2%	0%	9%	-16%	-1%	-3%	2.8%	9%	21%
CCC(C)(C)n1nnnc1C(c1ccc(OC)cc1)N1CCN(C(=O)c2ccco2)CC1 (stereo not given)	-7%	-6%	4%[57.1 µM]	-19%	-4%	6%[57.1 µM]	-3.3%	-1%	-22%
CC1(C)Cc2cccc(OCC(=O)Nc3ccccc3N3CCOCC3)c2O1	1%	-6%	-9%	-16%	-5%	-8%	8.3%	-1%	70%[activator]
COc1ccc2cc(C(=O)NCc3ccc4c(c3)CCN4C(=O)c3ccccc3)[nH]c2c1	-16%	3%	7%[57.1 µM]	-13%	-2%	-3%[57.1 µM]	1.9%	-9%	-17%
Fc1cccc(CN2CCN(c3ncccn3)CC2)c1	0%	?	0%[57.1 µM]	-4%	0%	-1%[57.1 µM]	1.0%	1%	-5%
NC(=O)COc1cccc(/C=N/NC(=O)c2ccc(-n3cccc3)cc2)c1	-1%	0%	22%	-6%	-5%	3%	-2.3%	2%	6%
CCCCCNC(=O)C1CCC(Cn2c(=O)c3sccc3n(CC(=O)N3CCCC3)c2=O)CC1 (stereo not given)	4%	-14%	9%[57.1 µM]	-16%	2%	3%[57.1 µM]	2.2%	0%	-10%
Cc1ccc(S(=O)(=O)N2CCC(C(=O)OC(C)C(=O)NCc3ccccc3)CC2)cc1C (stereo not given)	6%	115%[activator]	-7%	-6%	-4%	-11%	-1.3%	1%	6%
CC(=O)Nc1ccc(SC(Sc2ccc(NC(C)=O)cc2)c2ccccc2)cc1	8%	-27%	33%[activator]	-3%	-6%	-11%	.	-6%	-37%
COc1cc(CNc2ncn[nH]2)ccc1OCC(=O)NC(C)(C)C	7%	0%	11%[57.1 µM]	-9%	0%	0%	0.0%	4%	8%
Cc1ccc(C)c(NC(=O)Cn2cc(C(=O)C3CCCCC3)c3ccccc32)c1	-24%	?	19%	-16%	?	5%	1.6%	4%	-15%
COc1ccc(CCNC(=O)CCCCn2c(=O)c3ccccc3n(Cc3ccccc3Cl)c2=O)cc1OC	-14%	-3%	19%	-16%	-22%	0%	17%	4%	19%
COc1ccc(CNC(=O)CSc2nnnn2-c2ccc(O)cc2)cc1	.	15%	-10%	0%	1%	-10%	1.2%	11%	-24%
Cc1ccc(C(=O)NCc2nnc(SCC(=O)Nc3sc4c(c3C#N)CCCC4)n2C)cc1	-3%	0%	-2%	-12%	-3%	-6%	1.7%	-1%	26%
O=C1NC(c2ccc(Br)cc2)Nc2ccccc21 (stereo not given)	-8%	?	13%[57.1 µM]	-17%	?	24%[57.1 µM]	0.3%	5%	-15%
CCCCC1(C)Cc2ccccc2C(=S)N1 (stereo not given)	-5%	?	4%	-9%	0%	4%	1.0%	5%	-3%
CCN(CC)c1ccc(C(=O)NC(=S)N2CCN(Cc3ccc4c(c3)OCO4)CC2)cc1	-4%	?	0%	-10%	4%	-6%	0.5%	-17%	4%

The last two records of the section above are carried over, then new ones follow:
SMILES	Vif-A3F inh	12-LOX inh	TrxR1 inh	USP1-UAF1 inh	Vif-A3G inh	TrxR1 substrate	RXFP1 agonist	mIDH1 inhibitor	RGS4 inhibitor
CCCCC1(C)Cc2ccccc2C(=S)N1 (stereo not given)	-5%	?	4%	-9%	0%	4%	1.0%	5%	-3%
CCN(CC)c1ccc(C(=O)NC(=S)N2CCN(Cc3ccc4c(c3)OCO4)CC2)cc1	-4%	?	0%	-10%	4%	-6%	0.5%	-17%	4%
C#Cc1ccc(CN2CCC(N3CCC(C(=O)NCc4ccccn4)CC3)CC2)cc1	4%	1%	0%	-14%	-2%	3%	-1.3%	6%	2%
O=C(CSc1nnc(-c2ccc(NS(=O)(=O)c3ccccc3)cc2)o1)NCC1CCCO1 (stereo not given)	-8%	11%	-8%[57.1 µM]	6%	2%	0%[57.1 µM]	0.1%	0%	9%
COc1ccc(-c2cn3nc(N4CCC(C(=O)Nc5cccc(C)c5C)CC4)sc3n2)cc1	-3%	-10%	12%	-28%	0%	0%	4.8%	-6%	-10%
CC(=O)c1cc2c(C)c(C(=O)c3ccccc3)oc2cc1O	-12%	12%	-15%	-5%	-9%	-13%	4.4%	3%	-4%
CCOc1ccc(CCNC(=O)Cc2ccc(NC3=NC4CS(=O)(=O)CC4S3)cc2)cc1 (stereo not given)	7%	2%	28%[57.1 µM]	-10%	2%	15%[57.1 µM]	-0.5%	-7%	19%
COc1ccccc1OC(C)C(=O)Nc1cccc(-c2nc3ccccc3s2)c1 (stereo not given)	-9%	?	31%	-22%	4%	0%	0.1%	-7%	-36%
CCOC(=O)c1cnn(-c2nc(SC)nc3sc4c(c23)CCC4)c1N	-1%	5%	2%[57.1 µM]	-20%	-3%	3%	16%	1%	12%
c1ccc(-c2cnn3nnnc3n2)cc1	5%	-12%	2%	-14%	1%	-1%	0.4%	2%	20%
COC(=O)c1sc(NC(=S)NC(=O)c2ccccc2Cl)nc1C	2%	-12%	0%[11.4 µM]	-19%	-1%	2%[11.4 µM]	-0.9%	1%	3%
CCCCN1CNC(=S)N(c2ccc(C(=O)OCC)cc2)C1	-2%	?	-6%[57.1 µM]	-24%	-16%	8%[57.1 µM]	-0.4%	2%	-10%
CC(=O)Nc1cccc(N/C=C(\C=O)c2nc3ccccc3o2)c1	?	6%	5%	-2%	-17%	10%	1.2%	-2%	-38%
S=C1N(c2ccccc2)C(c2ccc(Cl)cc2)N2CCCN12 (stereo not given)	-5%	-12%	-10%	-3%	4%	-12%	1.7%	-1%	34%
O=C(COc1cc([N+](=O)[O-])cc2cccnc12)NCCC1=CCCCC1	-1%	-9%	2%	?	4%	0%	0.7%	4%	-11%
COc1ccc(Cl)cc1NC(=O)CN(c1cccc(C)c1C)S(=O)(=O)c1ccccc1	0%	0%	15%	-11%	-1%	1%	1.0%	9%	19%
O=C(CN1C(=O)CSc2ncccc21)N1CCOCC1	-4%	-7%	9%	-9%	-1%	2%	-1.0%	0%	3%
O=c1c2ccccc2nc(SCc2cccc(F)c2)n1C1CCCC1	1%	10%	7%	-4%	-16%	4%	0.2%	1%	-11%
COc1ccc(-c2nc3n(n2)C(c2cccc(C)c2)C(C(N)=O)=C(C)N3)cc1OC (stereo not given)	0%	-19%	7%	-14%	3%	-2%	5.7%	-5%	-13%
O=C(/C=C/c1ccco1)c1ccccc1O	?	?	4%[57.1 µM]	-14%	-6%	1%[57.1 µM]	1.3%	3%	9%
Cc1ccc(S(C)(=O)=O)cc1C(=O)OCC(=O)N(Cc1ccccc1)Cc1ccccc1	-22%	12%	29%	-27%	0%	-2%	-1.2%	-2%	13%
Cc1cccc(C(=O)Nc2ccc(S(=O)(=O)N3CCCCC3c3cccnc3)cc2)c1 (stereo not given)	-1%	-10%	20%[57.1 µM]	-16%	-9%	-2%[57.1 µM]	0.1%	10%	-19%
S=c1[nH]nc(-c2ccccc2)n1/N=C/c1cccs1	2%	.	?	?	0%	-6%	-1.2%	-3%	-37%
COc1ccccc1N1C(=O)S/C(=C\c2cccs2)C1=O	8%	0%	11%[57.1 µM]	?	0%	-7%	0.4%	5%	-16%
COc1cccc(NC(=O)COC(=O)c2ccco2)c1	9%	44%[activator]	-8%[11.4 µM]	-3%	-2%	-6%[11.4 µM]	1.6%	1%	-9%
CCN=c1sc2ccccc2n1CC(O)COc1ccccc1 (stereo not given)	-7%	163%[activator]	-13%[57.1 µM]	1%	-5%	4%	-2.4%	4%	14%
CCc1cc2c(=O)c(-c3cscn3)coc2cc1O	0%	-3%	20%[57.1 µM]	-12%	-1%	1%[57.1 µM]	-0.6%	10%	-16%

Bioassay records deposited in PubChem by National Center for Advancing Translational Sciences (NCATS).
